Bioassay records (PubChem)
UGM FP inh – Mtb UDP-galactopyranose mutase inhibition. P9WIQ1. purified UGM, fluorescence polarization probe displacement. inhibition, % at 10 µM. actives 0.06% (n = 320,000). AID 504406; in the data active means inhibition above about 10%, passing the limit was not always enough; inconclusive means no clear call, values can overlap the other calls
Target sequence (P9WIQ1 whole entry, looked up): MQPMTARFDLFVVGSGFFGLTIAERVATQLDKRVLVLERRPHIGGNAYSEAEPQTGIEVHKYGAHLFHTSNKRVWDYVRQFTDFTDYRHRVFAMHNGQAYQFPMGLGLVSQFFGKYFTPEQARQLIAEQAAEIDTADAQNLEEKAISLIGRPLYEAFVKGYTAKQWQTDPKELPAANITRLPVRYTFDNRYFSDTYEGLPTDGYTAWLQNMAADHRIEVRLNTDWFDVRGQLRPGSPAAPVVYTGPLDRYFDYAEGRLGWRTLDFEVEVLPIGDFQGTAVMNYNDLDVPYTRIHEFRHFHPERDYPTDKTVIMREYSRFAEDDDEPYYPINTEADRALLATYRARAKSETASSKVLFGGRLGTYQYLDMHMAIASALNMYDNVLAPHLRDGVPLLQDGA
FBA Mtb inh – Mtb fructose-bisphosphate aldolase inhibition; inhibition, % at 1 µM; AID 588726; purified M. tuberculosis FBA, fluorescence read-out; actives 2.3% (n = 360,000); P9WQA3; in the data active means inhibition above about 27%;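 further: 0% = vehicle and 100% = reference inhibitor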
PrPC TRFRET – inhibitors of human cell surface prion protein PrPC; P04156; actives 0.43% (n = 370,000); TR-FRET read-out; inhibition, % at 13.8 µM; in the data active means inhibition above about 24%; further: 0% = median of the test wells and 100% = reference compound wells
BioA inh – BioA (M. tuberculosis) enzyme inhibition; purified M. tuberculosis BioA enzyme, plate reader; inhibition, % at 9.99 µM; actives 0.096% (n = 360,000); AID 602481; in the data active means inhibition above about 40%; inconclusive means no clear call, values can overlap the other calls
Rv3671c protease – inhibits the M. tuberculosis serine protease Rv3671c | P9WHR9 | inhibition, % at 5.96 µM | actives 0.048% (n = 320,000) | AID 2606; in the data active means inhibition above about 38%;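 further: extracellular domain of Rv3671c used as enzyme; 0% = enzyme with DMSO and 100% = no enzyme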
Target sequence (P9WHR9 whole entry, looked up, the tested form may be a part): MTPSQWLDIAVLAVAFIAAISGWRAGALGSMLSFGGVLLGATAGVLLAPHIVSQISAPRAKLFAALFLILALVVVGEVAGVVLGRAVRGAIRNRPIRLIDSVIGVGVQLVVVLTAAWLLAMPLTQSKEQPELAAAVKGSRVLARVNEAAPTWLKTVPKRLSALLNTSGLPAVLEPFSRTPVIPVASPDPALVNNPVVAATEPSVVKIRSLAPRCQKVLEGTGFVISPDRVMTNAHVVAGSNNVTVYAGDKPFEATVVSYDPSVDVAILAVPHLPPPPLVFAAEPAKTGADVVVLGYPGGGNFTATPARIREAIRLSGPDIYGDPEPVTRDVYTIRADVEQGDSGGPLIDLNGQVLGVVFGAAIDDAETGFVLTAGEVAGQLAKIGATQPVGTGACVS
BoNT-F LC inh – blocks Botulinum neurotoxin F light chain protease; Multiplex microsphere protease cleavage assay, flow cytometry; inhibition, % at 10 µM; actives 0.22% (n = 360,000); in the data active means inhibition above about 35%, passing the limit was not always enough; inconclusive means no clear call, values can overlap the other calls; further: plate controls were buffer without enzyme for full effect and enzyme alone for no effect
GDH-TPI counter – GDH-TPI coupled enzyme inhibition counter-screen; actives 1.2% (n = 360,000); inhibition, % at 4.8 µM; GDH-TPI coupled enzyme counterscreen, NADH absorbance; in the data active means inhibition above about 30%;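 further: 0% = DMSO wells and 100% = wells lacking the enzyme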
MazEF act – increases E. coli MazEF RNase cleavage of RNA | P0AE70 | FAM/BHQ RNA-DNA oligo cleavage fluorescence, 5 h | activation, % at 20 µM | actives 0.32% (n = 350,000); in the data active means activation above about 50%
Target sequence (P0AE70 whole entry, looked up): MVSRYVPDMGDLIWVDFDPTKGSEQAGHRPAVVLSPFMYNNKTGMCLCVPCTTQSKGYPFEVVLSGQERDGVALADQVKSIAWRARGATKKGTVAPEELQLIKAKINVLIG
FadD28 binding – blocks FadD28 binding to the bisubstrate probe | fluorescence polarization | inhibition, % at 12.5 µM | actives 0.22% (n = 360,000) | AID 588549; in the data active means inhibition above about 8.5%, passing the limit was not always enough; inconclusive means no clear call, values can overlap the other calls
The depositor's hits bear a star; ? = inconclusive; . = not tested or not shown.

[1] CCn1c(O)c(N=NC(=S)NCC2CCCO2)c2ccccc21 (stereo unspecified)
[2] O=C(N/N=C/c1ccc2c(c1)OCO2)C(=O)N1CCCC1
[3] Cc1ccc2nc(N(CCCN(C)C)C(=O)c3ccc(S(=O)(=O)N4CCc5ccccc5C4)cc3)sc2c1
[4] N#Cc1cccc(S(=O)(=O)NCc2nnc3ccccn23)c1
[5] CCN(CC)CCCN=Cc1c(O)n(CCc2ccc(OC)c(OC)c2)c(=O)[nH]c1=O
[6] COCCOn1c(SCCOC)nc2ccccc2c1=O

assay / entry	1	2	3	4	5	6
UGM FP inh	-1.9	0.0	-3.1	3.6	2.1	-0.2
FBA Mtb inh	-3	-3	2	0	0	1
PrPC TRFRET	-9	4	-6	2	0	-3
BioA inh	.	2.1	0.1	-0.3	-2.6	-0.7
Rv3671c protease	-3	7	-3	7	-3	1
BoNT-F LC inh	-10	-1	?	-2	0	.
GDH-TPI counter	13	10	2	5	12	-8
MazEF act	5	-12	-43	0	0	8
FadD28 binding	-2.4	0.4	-2.5	-1.8	0.2	-0.7

[7] CN1C(=O)CN=C(c2ccc(Cl)cc2)c2cc(Cl)ccc21
[8] O=C1c2cccnc2C(=O)N1c1cccc([N+](=O)[O-])c1
[9] N=C(N)c1ccc(Cl)cc1
[10] COc1ccc(CN(C)S(=O)(=O)c2nnc(NC(=O)c3ccccc3Br)s2)cc1
[11] Cc1cccc(C#N)c1NC1=CC(=O)CC(C)(C)C1
[12] CCN(C(=O)c1cnc2scc(C)n2c1=O)c1ccccc1C

assay / entry	7	8	9	10	11	12
UGM FP inh	2.6	2.1	2.3	-0.2	0.8	1.4
FBA Mtb inh	5	0	0	3	0	3
PrPC TRFRET	2	-5	-1	23	-1	1
BioA inh	-0.1	-0.2	.	1.1	-0.8	-0.7
Rv3671c protease	2	-6	7	-9	4	4
BoNT-F LC inh	0	10	0	-1	-16	0
GDH-TPI counter	12	6	4	2	13	31*
MazEF act	7	3	-3	-9	2	10
FadD28 binding	-3.7	-0.5	-0.5	1.4	2.8	-0.6

[13] CC1CCN(C(=O)C2CCN(S(=O)(=O)c3cccs3)CC2)CC1
[14] COc1ccc2nc(C)c3cc(C)oc3c2c1
[15] O=C(Nc1ccc(N2CCN(C(=O)c3cccs3)CC2)c(Cl)c1)c1ccco1
[16] CCN(CC)S(=O)(=O)c1ccc2c(c1)C(=NO)c1cc(S(=O)(=O)N(CC)CC)ccc1-2
[17] CCn1c(SCC(=O)Nc2ccc3c(c2)c2ccccc2n3CC)nnc1-c1cnccn1
[18] N=c1c2ccccc2nc2n1CCCCCCCCCCC2

assay / entry	13	14	15	16	17	18
UGM FP inh	-0.8	1.8	0.6	-0.8	-2.4	-0.2
FBA Mtb inh	1	-6	-1	2	1	1
PrPC TRFRET	-8	1	5	-1	0	18
BioA inh	0.1	-2.1	-0.5	-1.1	-4.8	0.3
Rv3671c protease	0	0	-9	-88	8	-1
BoNT-F LC inh	-10	-11	-7	-1	-13	-2
GDH-TPI counter	5	14	6	10	16	-11
MazEF act	-2	-5	-7	8	-4	20
FadD28 binding	0.0	-1.4	1.0	-3.5	-1.1	-2.9

[19] COc1ccc(CNC(=O)CN2C(=O)COc3ccc(S(=O)(=O)N4CCOCC4)cc32)cc1
[20] CCc1ccc(CN(C)C(=O)c2cc(COc3c(F)cccc3F)on2)cc1
[21] COc1ccccc1NC(=S)N1CC(C)(C)C1=O
[22] CCn1ccnc1CN(C)C(=O)c1cc(COc2ccc(Cl)cc2OC)on1
[23] Cc1c(CC(=O)NCC(=O)O)c(=O)oc2cc3occ(-c4ccccc4)c3cc12
[24] O=C(Nc1ccc(Cl)cc1)c1ccsn1

assay / entry	19	20	21	22	23	24
UGM FP inh	-2.6	-1.4	-1.7	-2.1	0.5	-0.8
FBA Mtb inh	1	-1	-3	0	3	-3
PrPC TRFRET	3	6	6	3	-8	-12
BioA inh	0.1	.	.	0.6	2.6	1.5
Rv3671c protease	-6	-2	-6	-9	-6	-2
BoNT-F LC inh	12	1	-12	-4	-13	5
GDH-TPI counter	-5	1	7	5	13	2
MazEF act	-3	-1	3	-2	-16	11
FadD28 binding	-6.2	0.0	-0.8	-1.3	-1.3	-6.4

[25] O=C(c1ccncc1)N(Cc1cc2ccccc2[nH]c1=O)C1CCCCC1
[26] CNC(=O)c1c(NC(=O)c2ccco2)sc(C)c1C
[27] CCC(C#CCN1CCOCC1)(CC)OCCC#N
[28] CCOC(=O)Cn1nc(Cc2ccccc2)c2ccccc2c1=O
[29] O=C(O)c1cnn2c(C(F)(F)F)cc(-c3ccco3)nc12
[30] O=C(CNc1cccc(C(F)(F)F)c1)Nc1cccc(S(=O)(=O)N2CCCC2)c1

assay / entry	25	26	27	28	29	30
UGM FP inh	-0.4	.	1.6	2.8	-0.5	-1.7
FBA Mtb inh	2	3	-2	0	-2	-3
PrPC TRFRET	7	-3	0	9	-29	20
BioA inh	-0.3	0.7	-7.2	-1.1	-3.7	.
Rv3671c protease	2	4	-3	-8	3	-17
BoNT-F LC inh	-1	4	3	-21	-15	3
GDH-TPI counter	6	20	-8	5	39*	5
MazEF act	-4	0	-8	-8	-1	-3
FadD28 binding	-1.8	-0.1	-2.0	-0.2	-0.4	-4.5

[31] Cc1cccc(NC(=O)c2ccc(S(=O)(=O)N(C)C)cc2)n1
[32] N#CC1C=Cc2ccccc2N1C(=O)c1ccccc1 (stereo unspecified)
[33] Cc1ccc(C(=O)NCC(=O)OCc2csc(-c3ccccc3)n2)cc1
[34] O=C(O)c1cccnc1Sc1ccc(Br)cc1
[35] CCO[C@@H]1OC(C(=O)N2CCN(Cc3ccccc3)CC2)=C[C@H](c2ccccc2)[C@H]1CCCO
[36] Cc1ccc(N2CC(C(=O)Nc3nnc(SCCC4OCCO4)s3)CC2=O)cc1 (stereo unspecified)

assay / entry	31	32	33	34	35	36
UGM FP inh	-1.7	-0.9	-0.3	2.6	1.9	2.2
FBA Mtb inh	-1	-2	2	2	5	-2
PrPC TRFRET	7	-3	-3	-2	5	3
BioA inh	-0.1	-0.7	-1.3	-1.6	-3.3	-1.0
Rv3671c protease	-4	4	-9	0	0	-1
BoNT-F LC inh	-4	-3	-6	9	-4	3
GDH-TPI counter	-3	20	0	-7	4	-3
MazEF act	14	13	2	-1	1	6
FadD28 binding	-1.3	-1.7	-3.4	0.6	-0.5	-3.4

[37] Nn1c(SCC(=O)Nc2ccc(F)cc2F)nnc1-c1cccnc1
[38] O=S(=O)(NC1CC1)c1ccc2c3c(cccc13)CC2
[39] O=C(C1CCC(=O)N(C2CCCC2)C1)N1CCN(Cc2cccc(Cl)c2)CC1 (stereo unspecified)
[40] CC(C)NC(=O)C1(C)CCCN1C(=O)c1cc(C#N)cs1 (stereo unspecified)
[41] OCc1ncccc1O
[42] CCOC(=O)N1CCN(C(=O)CS(=O)(=O)c2cn(Cc3ccc(Cl)cc3)c3ccccc23)CC1

assay / entry	37	38	39	40	41	42
UGM FP inh	1.7	0.6	1.5	.	-1.1	-0.3
FBA Mtb inh	2	6	4	1	3	0
PrPC TRFRET	7	1	8	2	-4	4
BioA inh	2.0	-0.2	-0.7	5.0	-1.3	-0.9
Rv3671c protease	3	7	-5	.	-17	3
BoNT-F LC inh	9	-2	6	7	?	-5
GDH-TPI counter	4	-3	14	0	5	-3
MazEF act	-1	6	-5	.	1	0
FadD28 binding	-1.0	-0.3	-2.1	-0.5	-2.6	-0.5

By substructure, those above containing a cyano group (5)
[4] N#Cc1cccc(S(=O)(=O)NCc2nnc3ccccn23)c1
[11] Cc1cccc(C#N)c1NC1=CC(=O)CC(C)(C)C1
[27] CCC(C#CCN1CCOCC1)(CC)OCCC#N
[32] N#CC1C=Cc2ccccc2N1C(=O)c1ccccc1 (stereo unspecified)
[40] CC(C)NC(=O)C1(C)CCCN1C(=O)c1cc(C#N)cs1 (stereo unspecified)

assay / entry	4	11	27	32	40
UGM FP inh	3.6	0.8	1.6	-0.9	.
FBA Mtb inh	0	0	-2	-2	1
PrPC TRFRET	2	-1	0	-3	2
BioA inh	-0.3	-0.8	-7.2	-0.7	5.0
Rv3671c protease	7	4	-3	4	.
BoNT-F LC inh	-2	-16	3	-3	7
GDH-TPI counter	5	13	-8	20	0
MazEF act	0	2	-8	13	.
FadD28 binding	-1.8	2.8	-2.0	-1.7	-0.5

Carrying on.
[43] Cc1ccc(C(=O)CSc2ncnc3sc4c(c23)CCC(C)C4)cc1 (stereo unspecified)
[44] CC(C(=O)O)n1c(-c2ccn[nH]2)n[nH]c1=S (stereo unspecified)
[45] O=C(CCc1ccccc1)N1Cc2cc(N3CCOCC3)ccc2-n2nncc2C1
[46] O=C(COC(=O)c1ccc(S(=O)(=O)C(F)F)cc1)Nc1cccnc1Cl
[47] C#CCOCCOCCOCCNc1nc(N2CCOCC2)nc(N2CCN(C(=O)CCCCCCCCCCNC(=O)[C@H](CO)n3cc(CCCCCN)nn3)CC2)n1
[48] CCN(CC)S(=O)(=O)c1ccc(N2CCCC2)c(NC(=O)C2=COCCO2)c1

assay / entry	43	44	45	46	47	48
UGM FP inh	.	0.4	.	3.5	0.2	1.1
FBA Mtb inh	3	-1	1	0	4	1
PrPC TRFRET	4	-6	-5	3	1	1
BioA inh	0.4	-0.7	-0.8	.	-1.0	.
Rv3671c protease	.	-5	.	8	-8	-6
BoNT-F LC inh	-14	2	2	-16	-15	-11
GDH-TPI counter	-6	3	.	-6	6	9
MazEF act	1	2	.	9	11	10
FadD28 binding	-1.5	-2.9	-0.4	-0.8	-1.4	-0.1

[49] COc1ccc(NS(=O)(=O)c2cc(NC(=O)C3CCCO3)ccc2N2CCCCC2)cc1 (stereo unspecified)
[50] O=C(/C=C/c1ccccc1)c1ccccc1
[51] Cc1cc(S(=O)(=O)N(Cc2ccccc2)Cc2ccc(N(C)C)cc2)ccc1-n1cnnn1
[52] O=C(COC(=O)Cc1c(F)cccc1Cl)Nc1ccc2[nH]c(=O)[nH]c2c1
[53] COc1ccc(C(=O)OCC(=O)NCCN2C(=O)CSC2=O)cc1
[54] Cc1ccccc1S(=O)(=O)Cc1ccc(C(=O)NCCN(CC(C)C)CC(C)C)o1

assay / entry	49	50	51	52	53	54
UGM FP inh	2.6	-0.4	-0.1	-0.5	1.7	2.1
FBA Mtb inh	1	1	-2	3	-3	2
PrPC TRFRET	9	9	-9	-1	1	-4
BioA inh	-0.9	2.3	-1.2	0.2	.	2.3
Rv3671c protease	-4	1	-1	2	-1	-8
BoNT-F LC inh	-2	1	-6	2	-7	4
GDH-TPI counter	1	15	4	12	4	-1
MazEF act	-4	6	2	5	3	-17
FadD28 binding	-5.7	0.2	0.1	-2.7	-2.8	.

[55] Cc1ccc(C)c(C(=O)COC(=O)CCN2C(=O)C3C4CCC(C4)C3C2=O)c1 (stereo unspecified)
[56] C/C(=C/C(=O)NCc1ccccc1)C(=O)O
[57] O=[N+]([O-])c1cccc(-c2csc(N/N=C/c3cccc(O)c3)n2)c1
[58] O=S(=O)(NCC(c1ccc2c(c1)OCO2)N1CCN(c2ccccc2)CC1)c1ccccc1 (stereo unspecified)
[59] Oc1ccc(C2C(c3ccccc3)=NN=C(c3ccccc3F)N2O)c(O)c1 (stereo unspecified)
[60] Cc1ccc2[nH]c(=O)c3cc(C(=O)NCC4CCCO4)sc3c2c1 (stereo unspecified)

assay / entry	55	56	57	58	59	60
UGM FP inh	.	-1.0	0.1	0.5	1.0	-2.1
FBA Mtb inh	0	2	1	0	-3	25
PrPC TRFRET	4	3	-6	6	-12	5
BioA inh	0.8	-0.3	.	-0.3	0.0	.
Rv3671c protease	.	-11	9	-12	-1	-8
BoNT-F LC inh	-3	2	-10	-5	-1	-5
GDH-TPI counter	3	6	7	3	5	19
MazEF act	2	2	48	-4	7	7
FadD28 binding	0.1	-0.5	-2.0	0.4	-5.9	-2.8

[61] CCCCOCCCNC(=O)c1ccc([N+](=O)[O-])c(C)c1
[62] Cc1ccc(S(=O)(=O)N(CC(=O)NCCC2=CCCCC2)Cc2ccccc2)cc1
[63] COc1ccccc1N1CCN(c2ncnc3sc(C(=O)NCC4CCCO4)c(C)c23)CC1 (stereo unspecified)
[64] CC(C)CCNc1ncnc2c1cnn2Cc1ccccc1Cl

assay / entry	61	62	63	64
UGM FP inh	1.0	-1.2	-3.2	0.8
FBA Mtb inh	3	6	-1	0
PrPC TRFRET	-4	2	4	7
BioA inh	.	-1.0	1.7	-1.1
Rv3671c protease	2	-1	11	-6
BoNT-F LC inh	-4	-3	0	-2
GDH-TPI counter	-1	2	5	10
MazEF act	5	-3	0	-5
FadD28 binding	-3.8	0.3	0.3	-1.8

The order is random, and some 4.8% of all compounds hit somewhere here.
